Screens (PubChem)
HEK293 NOD2/NF-kB = inhibition of NOD2-driven NF-kB reporter – cell-based, luminescence, uHTS, HEK293 (AID 1566) | HEK293 NOD2/NF-kB luciferase reporter, luminescence; higher % means a stronger effect | one-dose inhibition, % at 4 µM; EC50 in µM for titrated hits | 290,000 compounds, 0.63% hits; further: many of its hits are not listed in these tables
KOR beta-arrestin-1 = KOR antagonists, beta-arrestin recruitment, cell-based, luminescence, uHTS (AID 1778) | inhibition, % at 10 µM; hits with a dose series show IC50 in µM | KOR beta-arrestin recruitment, luminescence, antagonist mode; higher % means a stronger effect | 290,000 compounds, 0.091% hits; further: strong numbers were not always called active
KOR beta-arrestin-2 = KOR agonists, beta-arrestin recruitment, primary screen, cell-based, luminescence, uHTS (AID 1777); 280,000 compounds, 0.02% hits; KOR beta-arrestin recruitment, luminescence; higher % means a stronger effect; activation, % at 10 µM; hits with a dose series show EC50 in µM; in the data active means activation above about 50%, passing the limit was not always enough; further: a part of the inactive calls stands beside numbers as strong as those of hits
NOD1 NF-kB reporter = inhibition of NOD1-driven NF-kB reporter – cell-based, luminescence, uHTS, primary screen (AID 1578); NOD1-driven NF-kB luciferase reporter cells, luminescence; higher % means a stronger effect; inhibition, % at 4 µM; hits with a dose series show EC50 in µM; 290,000 compounds, 1% hits; in the data active means inhibition mostly above about 36%, no sharp cut-off; inactive means mostly below about 34%;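 further: HEK-293T reporter cells stimulated with the NOD1 agonist gamma-tri-DAP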
XIAP antagonists = XIAP antagonists, biochemical, IAP family, fluorescence polarization (AID 1018); XIAP BIR domain, fluorescence polarization peptide displacement; higher % means a stronger effect; 200,000 compounds, 0.007% hits; displacement, % at 20 µM, or IC50 in µM where a hit was titrated; in the data active means displacement above about 50%; further: a part of the inactive calls stands beside numbers as strong as those of hits
human PMI inhibition = MPI enzyme activity inhibition – biochemical, fluorescence intensity, coupled assay, primary screen (AID 1209). purified PMI enzyme, coupled fluorescence intensity; higher % means a stronger effect. 190,000 compounds, 0.42% hits. inhibition, % at 20 µM, or IC50 in µM where a hit was titrated;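 further: plate controls were DMSO vehicle for no effect and wells lacking substrate for full effect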
TNAP activators = stimulation of alkaline phosphatase TNAP activity – biochemical, luminescent, no phosphate acceptor, uHTS, primary screen (AID 1001); purified TNAP, luminescent activation assay, no phosphate acceptor; higher activation fold means a stronger effect; activation fold at 20 µM, or EC50 in µM where a hit was titrated; 200,000 compounds, 0.03% hits; in the data active means activation fold from about 3, or a potency from the dose series; inactive means the rest, 99 in 100 with activation fold below about 1.6; further: many of its hits are not listed in these tables
human PMI inhibitors = human PMI inhibitors, high substrate, primary screen, biochemical, fluorescence intensity, high mannose 6-phosphate (AID 1220) | recombinant PMI enzyme, coupled fluorescence intensity; higher % means a stronger effect | inhibition, % at 20 µM, or IC50 in µM where a hit was titrated | 190,000 compounds, 0.66% hits
LYP phosphatase = inhibitors of LYP phosphatase, biochemical, fluorescence intensity, uHTS (AID 1779) | recombinant LYP phosphatase, fluorescence intensity; higher % means a stronger effect | 290,000 compounds, 0.054% hits | one-dose inhibition, % at 11.5 µM; IC50 in µM for titrated hits;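 further: plate controls were vehicle with enzyme for no effect and no enzyme for full effect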
* = called active by the depositor; x = no result given; [ ] = dose if it differs, or a comment. Unless noted, no stated cut-off is given here; in the data, active means inhibition above about 50%; inactive means the rest. Only part of the results is shown. The share of hits here may be higher or lower than overall.

SMILES	HEK293 NOD2/NF-kB	KOR beta-arrestin-1	KOR beta-arrestin-2	NOD1 NF-kB reporter	XIAP antagonists	human PMI inhibition	TNAP activators	human PMI inhibitors	LYP phosphatase
CC(C)CCNC(=O)c1ccc2c(Cl)c3c(nc2c1)CCC3	-141%	-20%	-0.9%	-6%	x	x	x	x	86%*
COc1ccccc1OCC(=O)Nc1sc2c(c1C(=O)NCC1CCCO1)CCC2 (stereo not given)	0%	5%	0.1%	-36%	-7.3%	14%	1	15%	7%
Cc1cc(C)n(C(=O)CNc2ccccc2Cl)n1	-1%	-20%	6.1%	-9%	-3.8%	-7%	1	-5%	-4%
NC(=O)CC(NC(=O)Cc1ccc(Br)cc1)c1ccc(NCCc2ccc(Cl)cc2)c([N+](=O)[O-])c1 (stereo not given)	-38%	27%	5.2%	-10%	x	x	x	x	6%
CCCCS(=O)(=O)Nc1ccc2ncn(C)c(=O)c2c1	6%	7%	-0.8%	x	-3.3%	4%	1.2	-2%	-9%
O=C(Oc1coc(CSc2ncccn2)cc1=O)c1ccc(Br)o1	0%	0%	3.5%	-10%	2.6%	0%	1.8	1%	-4%
CCOc1ccc(NC(=O)c2c(OC)cccc2OC)cc1	1%	36%	-3.4%	-17%	-3.6%	-4%	1.1	4%	-7%
Cc1nnc(SCCCn2c(N3CCCCC3)nc3c2c(=O)[nH]c(=O)n3C)s1	5%	16%	2.8%	-12%	-2.4%	16%	1.1	16%	-3%
COc1cc(C)c(C(N)=O)c(OC)n1	7%	-49%	4.0%	-6%	-2.7%	13%	1.1	11%	-1%
CCc1ccc(N(CC(=O)NCc2cccnc2)S(=O)(=O)c2ccccc2)cc1	0%	5%	-5.2%	1%	x	x	x	x	-2%
O=C(NCCCCNC(=O)C1CCCC1)C1CCCC1	6%	34%	-1.6%	-2%	-3.7%	9%	1.2	7%	-11%
CCN(CC)CCN(Cc1cc2cc(C)ccc2[nH]c1=O)C(=S)Nc1ccccc1	11%	10%[20 µM]	-5.4%	-26%	-1.9%	9%	1.1	12%	-2%
Cn1c(=N)n(CC(=O)c2ccccc2)c2ccccc21	-160%	20%	-2.3%	-6%	x	x	x	x	-8%
O=C1CC(c2ccccc2)CC(O)=C1C=Nc1cccc(Cl)c1 (stereo not given)	-3%	-49%	8.4%	-18%	-1.8%	2%	1.2	-8%	-2%
CCN(CC)S(=O)(=O)c1ccc(N2CCCC2)c(NC(=O)Cc2cc(OC)c(OC)c(OC)c2)c1	6%	11%	0.9%	-23%	x	x	x	x	6%
CCOC(=O)N/N=C(\C)c1ccc(Oc2ncccn2)cc1	15%	-22%	-5.8%	-6%	x	x	x	x	-7%
CCOC(=O)C(C(=O)OCC)N(C#N)c1nc(C)cc(C)n1	-1%	-24%	-2.1%	-1%	-10%	18%	1	15%	4%
CCO[C@H]1OC(C(=O)NC2CC2)=C[C@@H](C2CC2)[C@@H]1CCCO	16%	5%	-2.3%	-30%	-3.9%	2%	1.1	-2%	-1%
Nc1n[nH]c(-c2ccccc2)c1-c1ccccc1	6%	4%	-4.2%	-6%	-0.9%	1%	1.1	6%	-6%
CS(=O)(=O)N(CC(=O)Nc1ccc(S(=O)(=O)N2CCCC2)cc1)c1cccc(F)c1	13%	-7%	3.4%	1%	x	x	x	x	-4%
O=C(Nc1cccc(-c2cccc(F)c2)c1)C1CCN(C2CCC2)CC1	15%	-36%	3.1%	-12%	x	x	x	x	-1%
O=C(CSc1n[nH]c(=O)[nH]c1=O)c1ccc(Cl)cc1Cl	13%	15%	-1.4%	-1%	x	x	x	x	3%
O=C(CCN1C(=O)c2ccccc2C1=O)NCc1ccc(F)cc1	2%	-49%[20 µM]	5.7%	-18%	x	x	x	x	-1%
COc1ccc(C(CC(=O)Nc2ccccn2)N2Cc3ccccc3C2=O)cc1OC (stereo not given)	22%	-2%	-8.6%	-8%	x	x	x	x	-9%
Cc1ccc(C2SCC(C(=O)O)N2C(=O)c2ccc(F)cc2)cc1 (stereo not given)	4%	10%	10%	-24%	-4.5%	-13%	1	-10%	2%
Cc1nn2cnc3sc4c(c3c2nc1=O)CCCC4	10%	17%	-4.5%	-36%	-4.6%	0%	1.1	1%	-5%
Cc1csc(NC(=O)C2CCCN2C(=O)Oc2ccccc2)n1 (stereo not given)	-1%	-1%	3.0%	-9%	-1.6%	7%	1.1	8%	-14%
Cc1nc(-c2ccc(S(=O)(=O)Nc3ccc(Br)cc3Cl)s2)cs1	33%	-4%	0.3%	18%	x	x	x	x	-5%
O=C(c1ccco1)N1CCN(Cc2nc(Cc3ccccc3)no2)CC1	-12%	-23%[20 µM]	x	-12%	-6.9%	3%	1.1	-5%	-6%
O=C(Nc1nnc(SCCC2OCCO2)s1)C1CC(=O)N(c2ccccc2)C1 (stereo not given)	20%	6%	-0.8%	3%	x	x	x	x	-6%
COc1ccc(NC(=O)NC(C(F)(F)F)C(F)(F)F)cc1	-3%	19%	-0.5%	-9%	-2.8%	4%	1.1	0%	-3%
CCc1c(-c2ccccc2)nc(N)c(C#N)c1-c1cccs1	23%	-11%	3.0%	26%	-6.0%	15%	1.1	12%	-4%
Cc1ccc(OC(=O)c2ccc(Cl)c([N+](=O)[O-])c2)cn1	-8%	-17%	6.8%	-1%	x	x	x	x	-8%
CCSC1=NCCN1C(=O)c1c(-c2ccccc2Cl)noc1C	-4%	-18%[20 µM]	-9.4%	-27%	-4.5%	2%	1.1	2%	-6%
CC1CCN(c2nc(/C=C/c3ccccc3)nc3ccccc23)CC1	12%	-6%	0.6%	6%	2.8%	16%	1.1	4%	5%
CCOc1ccc(NC(C)=O)cc1	12%	-37%[20 µM]	-5.3%	-1%	x	x	x	x	-10%

Reformatted: entries from further up.
Below each SMILES: HEK293 NOD2/NF-kB, KOR beta-arrestin-1, KOR beta-arrestin-2, NOD1 NF-kB reporter, XIAP antagonists, human PMI inhibition, TNAP activators, human PMI inhibitors, LYP phosphatase
> Cc1ccc(C2SCC(C(=O)O)N2C(=O)c2ccc(F)cc2)cc1 (stereo not given)
    4%, 10%, 10%, -24%, -4.5%, -13%, 1, -10%, 2%
> Cc1nn2cnc3sc4c(c3c2nc1=O)CCCC4
    10%, 17%, -4.5%, -36%, -4.6%, 0%, 1.1, 1%, -5%
> Cc1csc(NC(=O)C2CCCN2C(=O)Oc2ccccc2)n1 (stereo not given)
    -1%, -1%, 3.0%, -9%, -1.6%, 7%, 1.1, 8%, -14%
> Cc1nc(-c2ccc(S(=O)(=O)Nc3ccc(Br)cc3Cl)s2)cs1
    33%, -4%, 0.3%, 18%, x, x, x, x, -5%

Next section.
SMILES	HEK293 NOD2/NF-kB	KOR beta-arrestin-1	KOR beta-arrestin-2	NOD1 NF-kB reporter	XIAP antagonists	human PMI inhibition	TNAP activators	human PMI inhibitors	LYP phosphatase
Cc1ccccc1C(=O)Nc1c2c(nc3ccccc13)CCCC2	-18%	31%	-2.9%	-20%	-1.4%	6%	1.1	-4%	-3%
Cc1ccc(C(=O)N/N=C/c2sc(=O)n(Cc3cccc(C(=O)O)c3)c2Cl)cc1	13%	-16%	-0.2%	14%	-2.8%	5%	1	9%	1%
COCCCNS(=O)(=O)c1ccc(C)cc1	18%	-24%	-4.8%	-3%	-3.6%	-2%	1.1	-4%	-6%
Cc1ccc(-n2ncc3c2CC(C)(C)CC3NC(=O)C2CCOCC2)cc1 (stereo not given)	1%	18%	-4.5%	-30%	x	x	x	x	-10%
COc1ccccc1-n1c(SCC(=O)O)nc2c(sc(=S)n2-c2ccc(C)c(C)c2)c1=O	10%	15%	-5.1%	-10%	x	x	x	x	-1%
CCc1ccc(C2C(C(=O)O)c3ccccc3C(=O)N2C)cc1 (stereo not given)	6%	-30%	0.2%	-17%	-8.6%	-8%	1.1	-8%	-7%
Cc1cccc(C(=O)Oc2ccc(/C=N/NC(=O)Cc3ccc([N+](=O)[O-])cc3)cc2)c1	-4%	7%	5.9%	-31%	-4.3%	9%	1.1	-3%	-5%
Cc1ccc(N(C(=O)c2csnn2)C(C(=O)NC2CCCCC2)c2ccco2)cc1 (stereo not given)	-6%	-57%	1.2%	-13%	x	x	x	x	-5%
COc1ccccc1OCC(=O)N1CCN(C(=O)COc2ccccc2OC)CC1	16%	37%	1.9%	-28%	x	x	x	x	0%
Cc1cccc(C)c1OCC(=O)Nc1ccc2c(c1)OCCO2	-16%	11%	-4.3%	-52%	x	x	x	x	-6%
Cn1c(SCc2ccccc2)nnc1-c1c[nH]c2ccccc12	-46%	8%	-3.4%	-24%	-6.6%	8%	1.1	6%	-2%
O=C1CC(N2CCC(O)CC2)C(=O)N1c1ccc(Br)cc1 (stereo not given)	12%	-2%	x	-19%	-3.0%	1%	1.1	6%	1%
O=C(COC(=O)Cc1ccc(Br)cc1)Nc1c(F)c(F)c(F)c(F)c1F	6%	10%	4.4%	-32%	0.2%	13%	1.1	13%	-4%
O=C(NCC1CCCO1)c1cc2n(n1)C(C(F)(F)F)CC(c1ccc(F)cc1)N2 (stereo not given)	0%	-23%	-2.5%	11%	-4.6%	-3%	1.1	-1%	-6%
Oc1ccc(Cl)cc1/C=N/c1nc2ccccc2[nH]1	-16%	-18%	3.1%	-36%	-0.6%	22%	1	45%	1%
O=C1CC(N2CCN(c3ccccc3)CC2)C(=O)N1c1ccc2c(c1)OCO2 (stereo not given)	-8%	-7%	-3.1%	-20%	28%	-3%	1.1	-2%	-5%
O=C1NC2(CCCCC2)C(=O)N1CCS(=O)(=O)Oc1ccccc1	10%	-16%	-4.5%	10%	-4.8%	-7%	0.9	-4%	1%
COc1ccc(-c2noc(CCCC(=O)NC3CCCC3)n2)cc1	37%	-21%	5.3%	-3%	x	x	x	x	-5%
CC(=O)N1CCN(Cc2nc3cc(NC(=O)c4cccs4)ccc3n2C)CC1	-4%	-14%	3.3%	-21%	x	x	x	x	-2%
O=[N+]([O-])c1ccc(NCCCO)c(S(=O)(=O)N2CCOCC2)c1	-2%	-23%	0.3%	22%	-13%	10%	1	29%	-6%
O=C(NCc1ccco1)c1ccc(CS(=O)(=O)Cc2ccc(F)cc2)o1	0%	-17%	-2.2%	-10%	-14%	3%	1.1	3%	-2%
O=C(c1cnn2c(C(F)(F)F)cc(-c3ccc4c(c3)OCO4)nc12)N1CCCCC1	16%	15%	-2.8%	-13%	0.0%	-3%	1.1	-4%	1%
COc1ccccc1Oc1ccnc2cc(Cl)ccc12	15%	-38%	-2.7%	28%	x	x	x	x	-7%
COc1cccc(C2/C(=C(/O)c3ccc(C)cc3)C(=O)C(=O)N2Cc2ccco2)c1 (stereo not given)	1%	12%	-1.7%	-24%	-3.6%	-9%	1	-7%	-2%
O=C(c1oc(=O)c2ccccc2c1-c1ccccc1)N1CCOCC1	26%	0%	5.9%	-10%	-7.4%	-15%	1	-9%	-14%
CN(C1=NS(=O)(=O)c2ccccc21)c1ccc(OC(=O)c2ccncc2)cc1	5%	-17%[20 µM]	x	-35%	-5.0%	8%	1	6%	-5%
CCCC(C(=O)Nc1nccs1)c1ccccc1 (stereo not given)	9%	1%	1.8%	22%	-4.0%	-4%	1	-1%	2%
COc1cccc(S(=O)(=O)Nc2ccc(C(=O)N3CCN(C(=O)c4ccco4)CC3)cc2)c1	9%	14%	3.2%	-31%	-2.1%	-19%	1.1	-14%	-9%
COc1ccc(C2(O)CCN(CC(=O)Nc3nccs3)CC2)c(OC)c1	-18%	-45%	1.6%	0%	-5.9%	15%	1	10%	-10%
CCc1ccc(-c2cc(-c3n[nH]c(=S)n3CC)c3ccccc3n2)cc1	-17%	-37%	2.2%	-46%	-12%	-2%	0.9	0%	10%
